Bim-Bfl-1 = inhibitors of Bim-Bfl-1 interaction, human | Bead-based flow cytometry, Bim-Bfl-1 binding inhibition | actives 0.12% (n = 190,000) | inhibition, % at 10 µM;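 further: 0% = wells without compound plus tracer and 100% = blocker peptide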
RGS7-Gao reg = regulators of human RGS7-Galphao interaction; P09471; Multiplexed bead flow cytometry, RGS7-Galphao binding; actives lie on both sides; binding response (% of control), % at 10 µM; actives 0.35% (n = 220,000); in the data active means binding response below about 49% or above about 150%; inconclusive means no clear call, values can overlap the other calls; inactive means in between;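 further: fluorescent Galphao held in activated GDP-AlF4 state binding bead-coupled RGS7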
Target sequence (P09471 whole entry, looked up): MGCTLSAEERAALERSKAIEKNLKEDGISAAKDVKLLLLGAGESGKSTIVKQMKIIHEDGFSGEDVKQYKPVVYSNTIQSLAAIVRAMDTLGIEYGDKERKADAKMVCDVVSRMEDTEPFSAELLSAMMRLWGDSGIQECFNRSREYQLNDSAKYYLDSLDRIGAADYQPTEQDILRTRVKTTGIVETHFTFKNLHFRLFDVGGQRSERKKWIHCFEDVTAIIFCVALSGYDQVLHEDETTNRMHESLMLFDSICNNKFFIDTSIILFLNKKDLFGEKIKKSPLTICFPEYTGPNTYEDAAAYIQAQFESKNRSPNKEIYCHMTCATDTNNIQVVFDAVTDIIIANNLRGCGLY
Mcl-1 Bim block = inhibitors of Bim-Mcl-1 interaction, human; Q07820; Bead-based flow cytometry, Bim peptide-Mcl-1 binding; inhibition, % at 10 µM; actives 0.1% (n = 190,000); AID 1009;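 further: 0% = no compound tracer wells and 100% = peptide blocker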
Target sequence (Q07820 whole entry, looked up): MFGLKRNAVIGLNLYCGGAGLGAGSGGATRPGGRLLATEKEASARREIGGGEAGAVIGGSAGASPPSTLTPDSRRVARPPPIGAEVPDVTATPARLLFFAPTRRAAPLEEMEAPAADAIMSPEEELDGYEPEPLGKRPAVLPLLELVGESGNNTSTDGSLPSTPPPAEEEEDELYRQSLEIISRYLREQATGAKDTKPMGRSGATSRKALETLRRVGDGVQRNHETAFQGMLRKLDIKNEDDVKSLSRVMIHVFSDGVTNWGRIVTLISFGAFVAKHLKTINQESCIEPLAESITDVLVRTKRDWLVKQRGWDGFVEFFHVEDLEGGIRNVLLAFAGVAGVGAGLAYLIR
Mcl1-Bid inh = Mcl-1/Bid interaction inhibition; TR-FRET Mcl-1/Bid-Dy647 peptide binding, 1536-well; inhibition, % at 21.7 µM; actives 0.97% (n = 220,000); AID 1021;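 active means compounds that cut the binding signal by more than half at the single screening dose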;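 further: His-tagged Mcl-1 with europium anti-His antibody binding Bid BH3 peptide; 0% = Mcl-1 plus peptide wells and 100% = peptide-only wells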
RGS8-Gao = regulators of human RGS8-Galphao interaction | multiplexed bead flow cytometry, RGS8-Galphao binding; actives lie on both sides | AID 1423 | actives 0.34% (n = 220,000) | P09471 | response (percent of control binding), % at 10 µM; in the data active means response below about 60% or above about 140%; inactive means in between;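 further: Galphao activated as the GDP aluminium fluoride complex binding bead-coupled RGS8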
Bim-Bcl-XL = inhibitors of Bim-Bcl-XL interaction, human | Q07817 | Bim peptide-Bcl-XL binding, bead flow cytometry, fluorescence | inhibition, % at 10 µM | actives 0.04% (n = 190,000)
Bim-Bcl-B = disrupts Bim peptide binding to human Bcl-B. Q9HD36. bead-based flow cytometry. inhibition, % at 10 µM. actives 0.073% (n = 190,000);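 further: 0% = tracer peptide without compound and 100% = reference inhibitor peptide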
Bcl-2 Bim block = human Bim-Bcl-2 interaction inhibition; P10415; Bead-based flow cytometry, Bim peptide-Bcl-2 binding; inhibition, % at 10 µM; actives 0.06% (n = 190,000); AID 950; in the data active means inhibition above about 40%; inconclusive means no clear call, values can overlap the other calls;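 further: 0% = no compound wells with probe peptide and 100% = reference peptide inhibitor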
Target sequence (P10415 whole entry, looked up): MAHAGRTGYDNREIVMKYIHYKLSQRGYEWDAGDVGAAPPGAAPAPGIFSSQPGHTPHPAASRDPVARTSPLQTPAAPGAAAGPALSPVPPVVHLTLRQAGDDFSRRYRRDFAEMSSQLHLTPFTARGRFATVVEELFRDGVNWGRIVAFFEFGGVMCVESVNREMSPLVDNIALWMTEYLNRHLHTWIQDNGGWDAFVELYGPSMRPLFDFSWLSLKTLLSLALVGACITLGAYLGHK
GSH bead fluor = compound fluoresces at 488/530 nm on GSH beads | GSH beads flow cytometry, compound fluorescence 488/530 nm; stronger effect = higher value | fluorescence (KMESF) at 10 µM | actives 0.25% (n = 190,000); in the data active means fluorescence above about 89;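 further: glutathione beads carrying GST-tagged Bcl family fusion proteins plus one bare bead set; values are compound well signal with DMSO vehicle wells as background; inactives centre near 16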
RGS4-Gao reg = human RGS4-Galphao interaction regulation. actives 0.33% (n = 220,000). binding response (% of control), % at 10 µM. P09471. Multiplexed bead flow cytometry, RGS4-Galphao binding; actives lie on both sides; in the data active means binding response below about 49% or above about 150%; inactive means in between;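 further: fluorescent Galphao activated with aluminum fluoride binding bead-coupled RGS4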
Bcl-W Bim block = human Bim-Bcl-W interaction inhibition; Q92843; actives 0.02% (n = 190,000); bead-based flow cytometry, Bim peptide-Bcl-W binding; AID 952; inhibition, % at 10 µM;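 further: 0% = bound tracer without compound and 100% = peptide blocker; higher means less fluorescent Bim peptide bound to Bcl-W beads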
The depositor's hits bear a star. Unless noted, no stated cut-off is given here; in the data, active means inhibition above about 40%. Compounds as they come; overall some 1.8% were active at least once.

How did CCOc1cc(C=O)ccc1OCC(N)=O do in these assays?
Bim-Bfl-1: -7; RGS7-Gao reg: 100; Mcl-1 Bim block: -1; Mcl1-Bid inh: -20; RGS8-Gao: 103; Bim-Bcl-XL: 0; Bim-Bcl-B: -5; Bcl-2 Bim block: 0; GSH bead fluor: 23; RGS4-Gao reg: 104; Bcl-W Bim block: 0

How did CCc1nnc(NC(=O)c2cccc(S(=O)(=O)N(C)c3ccccc3)c2)s1 do in these assays?
Bim-Bfl-1: -9; RGS7-Gao reg: 97; Mcl-1 Bim block: 1; Mcl1-Bid inh: 5; RGS8-Gao: 103; Bim-Bcl-XL: -2; Bim-Bcl-B: -4; Bcl-2 Bim block: -2; GSH bead fluor: 13; RGS4-Gao reg: 93; Bcl-W Bim block: 1

What do the screens show for `Cc1cccc(OCC(=O)NCCN2CCOCC2)c1`?
Bim-Bfl-1: 1; RGS7-Gao reg: 114; Mcl-1 Bim block: -2; Mcl1-Bid inh: -13; RGS8-Gao: 105; Bim-Bcl-XL: -2; Bim-Bcl-B: -4; Bcl-2 Bim block: -4; GSH bead fluor: 28; RGS4-Gao reg: 115; Bcl-W Bim block: -3

Results for COc1ccc(OC)c2sc(N3CCc4ccccc4C3)nc12 ?
Bim-Bfl-1: -1; RGS7-Gao reg: 87; Mcl-1 Bim block: 0; Mcl1-Bid inh: -13; RGS8-Gao: 92; Bim-Bcl-XL: -3; Bim-Bcl-B: -7; Bcl-2 Bim block: -2; GSH bead fluor: 21; RGS4-Gao reg: 88; Bcl-W Bim block: -1

How did Cc1cc(C)nc(N2CCC(C(=O)NCc3cccc(C(F)(F)F)c3)CC2)n1 do in these assays?
Bim-Bfl-1: -19; RGS7-Gao reg: 101; Mcl-1 Bim block: -4; Mcl1-Bid inh: -10; RGS8-Gao: 101; Bim-Bcl-XL: -7; Bim-Bcl-B: -11; Bcl-2 Bim block: -9; GSH bead fluor: 24; RGS4-Gao reg: 100; Bcl-W Bim block: -1

Results for COc1cccc(NCc2cc3c(C(C)(C)C)nn(-c4ccccc4)c3[nH]c2=O)c1 ?
Bim-Bfl-1: 6; RGS7-Gao reg: 95; Mcl-1 Bim block: 3; Mcl1-Bid inh: -91; RGS8-Gao: 93; Bim-Bcl-XL: 4; Bim-Bcl-B: 5; Bcl-2 Bim block: 9; GSH bead fluor: 24; RGS4-Gao reg: 94; Bcl-W Bim block: 6

How did CC1CCCCN1S(=O)(=O)c1ccccc1[N+](=O)[O-] (configuration not stated) do in these assays?
Bim-Bfl-1: -1; RGS7-Gao reg: 104; Mcl-1 Bim block: -5; Mcl1-Bid inh: -37; RGS8-Gao: 106; Bim-Bcl-XL: -7; Bim-Bcl-B: -4; Bcl-2 Bim block: -1; GSH bead fluor: 8; RGS4-Gao reg: 102; Bcl-W Bim block: -5

What do the screens show for `Cn1nc(-c2ccccc2)c(/C=N/O)c1Cl`?
Bim-Bfl-1: -6; RGS7-Gao reg: 93; Mcl-1 Bim block: -1; Mcl1-Bid inh: 3; RGS8-Gao: 97; Bim-Bcl-XL: -1; Bim-Bcl-B: -3; Bcl-2 Bim block: -3; GSH bead fluor: 13; RGS4-Gao reg: 99; Bcl-W Bim block: 2

Results for Cn1c(SCC(=O)c2ccccc2)nnc1-c1cccnc1 ?
Bim-Bfl-1: -8; RGS7-Gao reg: 102; Mcl-1 Bim block: 1; Mcl1-Bid inh: 36; RGS8-Gao: 107; Bim-Bcl-XL: 0; Bim-Bcl-B: -1; Bcl-2 Bim block: -4; GSH bead fluor: 49; RGS4-Gao reg: 106; Bcl-W Bim block: 0

Results for CN(C)CCCN(C(=O)c1ccco1)c1nc2ccc(F)cc2s1 ?
Bim-Bfl-1: -8; RGS7-Gao reg: inconclusive; Mcl-1 Bim block: 0; Mcl1-Bid inh: -2; RGS8-Gao: 104; Bim-Bcl-XL: 0; Bim-Bcl-B: -7; Bcl-2 Bim block: -6; GSH bead fluor: 15; RGS4-Gao reg: 103; Bcl-W Bim block: -3

How did COCc1nc2ccccc2n1Cc1ccccc1 do in these assays?
Bim-Bfl-1: 1; RGS7-Gao reg: 100; Mcl-1 Bim block: 1; Mcl1-Bid inh: -10; RGS8-Gao: 102; Bim-Bcl-XL: 1; Bim-Bcl-B: 1; Bcl-2 Bim block: 0; GSH bead fluor: 15; RGS4-Gao reg: 101; Bcl-W Bim block: 2

What do the screens show for `CCOC(=O)c1ccccc1Oc1c(F)c(F)nc(NCCO)c1F`?
Bim-Bfl-1: 0; RGS7-Gao reg: 94; Mcl-1 Bim block: -2; Mcl1-Bid inh: -2; RGS8-Gao: 90; Bim-Bcl-XL: -2; Bim-Bcl-B: -4; Bcl-2 Bim block: -4; GSH bead fluor: 21; RGS4-Gao reg: 95; Bcl-W Bim block: -2

How did COc1ccc(NC(=O)CCC(=O)c2ccc(-c3ccccc3)cc2)cc1 do in these assays?
Bim-Bfl-1: 0; RGS7-Gao reg: 108; Mcl-1 Bim block: -2; Mcl1-Bid inh: -45; RGS8-Gao: 105; Bim-Bcl-XL: -1; Bim-Bcl-B: -1; Bcl-2 Bim block: 0; GSH bead fluor: 18; RGS4-Gao reg: 138; Bcl-W Bim block: -4

Results for Cc1ccc(C)[n+](CC(=O)c2ccc(-c3ccccc3)cc2)c1 ?
Bim-Bfl-1: -3; RGS7-Gao reg: 101; Mcl-1 Bim block: 2; Mcl1-Bid inh: -9; RGS8-Gao: 107; Bim-Bcl-XL: -1; Bim-Bcl-B: 0; Bcl-2 Bim block: -4; GSH bead fluor: 10; RGS4-Gao reg: 103; Bcl-W Bim block: 2

Results for Cc1ccccc1C1CCCN(C(=O)c2cc(COc3c(F)cccc3F)on2)C1 (configuration not stated) ?
Bim-Bfl-1: 3; RGS7-Gao reg: 95; Mcl-1 Bim block: 0; Mcl1-Bid inh: 12; RGS8-Gao: 94; Bim-Bcl-XL: 0; Bim-Bcl-B: 1; Bcl-2 Bim block: 1; GSH bead fluor: 9; RGS4-Gao reg: 100; Bcl-W Bim block: 0

How did COc1ccc(NC(=O)C(F)(OC)C(F)(F)F)c(OC)c1 (configuration not stated) do in these assays?
Bim-Bfl-1: -17; RGS7-Gao reg: 100; Mcl-1 Bim block: -5; Mcl1-Bid inh: -6; RGS8-Gao: 100; Bim-Bcl-XL: -5; Bim-Bcl-B: -12; Bcl-2 Bim block: -11; GSH bead fluor: 30; RGS4-Gao reg: 99; Bcl-W Bim block: -1

What do the screens show for `O=C(O)C1C2CCC(C2)C1C(=O)NCc1ccco1` (configuration not stated)?
Bim-Bfl-1: -14; RGS7-Gao reg: 91; Mcl-1 Bim block: 0; Mcl1-Bid inh: -19; RGS8-Gao: 96; Bim-Bcl-XL: -4; Bim-Bcl-B: -4; Bcl-2 Bim block: -3; GSH bead fluor: 5; RGS4-Gao reg: 95; Bcl-W Bim block: 1

What do the screens show for `CCOc1ccc(S(=O)(=O)Nc2ccccn2)c2ccccc12`?
Bim-Bfl-1: -3; RGS7-Gao reg: 99; Mcl-1 Bim block: -5; Mcl1-Bid inh: -12; RGS8-Gao: 99; Bim-Bcl-XL: -6; Bim-Bcl-B: -6; Bcl-2 Bim block: -6; GSH bead fluor: 18; RGS4-Gao reg: 102; Bcl-W Bim block: -7

What do the screens show for `CC1=C(C(=O)Nc2ccccc2F)C(c2cccs2)NC(=S)N1` (configuration not stated)?
Bim-Bfl-1: 1; RGS7-Gao reg: inconclusive; Mcl-1 Bim block: 0; Mcl1-Bid inh: -33; RGS8-Gao: 101; Bim-Bcl-XL: 0; Bim-Bcl-B: -15; Bcl-2 Bim block: 0; GSH bead fluor: 14; RGS4-Gao reg: 99; Bcl-W Bim block: 0

Results for N=C1C(c2nc(-c3ccc(Cl)cc3)cs2)=C(O)CN1CCCN1CCOCC1 ?
Bim-Bfl-1: -12; RGS7-Gao reg: 103; Mcl-1 Bim block: -2; Mcl1-Bid inh: -9; RGS8-Gao: 106; Bim-Bcl-XL: -3; Bim-Bcl-B: -7; Bcl-2 Bim block: -8; GSH bead fluor: 42; RGS4-Gao reg: 105; Bcl-W Bim block: 0

What do the screens show for `Cc1ccc(OCCn2cnc3ccccc3c2=O)c([N+](=O)[O-])c1`?
Bim-Bfl-1: -2; RGS7-Gao reg: 99; Mcl-1 Bim block: -1; Mcl1-Bid inh: -21; RGS8-Gao: 104; Bim-Bcl-XL: -4; Bim-Bcl-B: 0; Bcl-2 Bim block: -1; GSH bead fluor: 14; RGS4-Gao reg: 100; Bcl-W Bim block: -2

Results for COC(=O)c1ccc(NC(=O)CN2CCN(c3ccccc3C)CC2)cc1 ?
Bim-Bfl-1: -2; RGS7-Gao reg: 101; Mcl-1 Bim block: -2; Mcl1-Bid inh: -13; RGS8-Gao: 103; Bim-Bcl-XL: -3; Bim-Bcl-B: -6; Bcl-2 Bim block: 0; GSH bead fluor: 20; RGS4-Gao reg: 101; Bcl-W Bim block: -2

Results for COc1cc(OC)cc(C(=O)OCC(=O)Nc2ccc(F)cc2F)c1 ?
Bim-Bfl-1: -7; RGS7-Gao reg: 106; Mcl-1 Bim block: -1; Mcl1-Bid inh: -5; RGS8-Gao: 110; Bim-Bcl-XL: -3; Bim-Bcl-B: -7; Bcl-2 Bim block: -3; GSH bead fluor: 12; RGS4-Gao reg: 109; Bcl-W Bim block: -3

How did O=C(Nc1cccnc1Cl)C1c2ccccc2Oc2ccccc21 do in these assays?
Bim-Bfl-1: -1; RGS7-Gao reg: 101; Mcl-1 Bim block: -6; Mcl1-Bid inh: -17; RGS8-Gao: 103; Bim-Bcl-XL: -3; Bim-Bcl-B: -1; Bcl-2 Bim block: -4; GSH bead fluor: 21; RGS4-Gao reg: 103; Bcl-W Bim block: -3

Ordered by formula weight (high to low): four of the compounds above.
Results for N=C1C(c2nc(-c3ccc(Cl)cc3)cs2)=C(O)CN1CCCN1CCOCC1 ?
Bim-Bfl-1: -12; RGS7-Gao reg: 103; Mcl-1 Bim block: -2; Mcl1-Bid inh: -9; RGS8-Gao: 106; Bim-Bcl-XL: -3; Bim-Bcl-B: -7; Bcl-2 Bim block: -8; GSH bead fluor: 42; RGS4-Gao reg: 105; Bcl-W Bim block: 0

Results for Cc1ccccc1C1CCCN(C(=O)c2cc(COc3c(F)cccc3F)on2)C1 (configuration not stated) ?
Bim-Bfl-1: 3; RGS7-Gao reg: 95; Mcl-1 Bim block: 0; Mcl1-Bid inh: 12; RGS8-Gao: 94; Bim-Bcl-XL: 0; Bim-Bcl-B: 1; Bcl-2 Bim block: 1; GSH bead fluor: 9; RGS4-Gao reg: 100; Bcl-W Bim block: 0

How did O=C(Nc1cccnc1Cl)C1c2ccccc2Oc2ccccc21 do in these assays?
Bim-Bfl-1: -1; RGS7-Gao reg: 101; Mcl-1 Bim block: -6; Mcl1-Bid inh: -17; RGS8-Gao: 103; Bim-Bcl-XL: -3; Bim-Bcl-B: -1; Bcl-2 Bim block: -4; GSH bead fluor: 21; RGS4-Gao reg: 103; Bcl-W Bim block: -3

What do the screens show for `Cc1ccc(OCCn2cnc3ccccc3c2=O)c([N+](=O)[O-])c1`?
Bim-Bfl-1: -2; RGS7-Gao reg: 99; Mcl-1 Bim block: -1; Mcl1-Bid inh: -21; RGS8-Gao: 104; Bim-Bcl-XL: -4; Bim-Bcl-B: 0; Bcl-2 Bim block: -1; GSH bead fluor: 14; RGS4-Gao reg: 100; Bcl-W Bim block: -2
